JMJD2A Tudor: blocks the human JMJD2A Tudor domain; 4.4% of 390,000 active; Potency, µM (top dose mostly 114 µM), inactives show at the highest dose activity change, negative = inhibition, actives largely listed as inhibitors; AlphaScreen JMJD2A-Tudor / H3K4me3 peptide binding; further: on the % scale 0 is the no-effect control and ±100 the full control effect; nearly all actives have a fitted effect of over 50% in size
HP1b binding inh: blocks HP1-beta chromodomain binding to methylated histone tails; AID 540317; AlphaScreen HP1-beta / biotin-H3K9me3 peptide binding; Potency, µM (top dose mostly 114 µM), for inactives: at the top dose activity change, negative = inhibition, hits mostly inhibitors; P83916; 0.56% of 390,000 active; further: nearly all actives have a fitted effect of over 70% in size; inactives centre near 23
Target sequence (P83916 whole entry, looked up): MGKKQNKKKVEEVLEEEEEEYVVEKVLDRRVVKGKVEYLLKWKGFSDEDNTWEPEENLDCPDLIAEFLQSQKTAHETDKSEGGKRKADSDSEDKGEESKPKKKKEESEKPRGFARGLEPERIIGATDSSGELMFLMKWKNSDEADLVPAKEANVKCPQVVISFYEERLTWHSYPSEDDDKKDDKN
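HP1-beta protein (50 nM final) preincubated 30 min at room temperature with biotinylated H3(1-18)K9me3 peptide (50 nM) in PBS pH 7.4, 0.01% Tween-20, then compound added for 30 min. AlphaScreen streptavidin donor/nickel chelate acceptor beads (10 ug/mL final), 30 min dark, luminescence read.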
Pin1 inh: inhibitors of human Pin1. Q13526. Potency, µM (doses to about 115 µM), without a hit: top-dose activity, negative = inhibition, actives largely listed as inhibitors. 0.009% of 390,000 active. Pin1 FP peptide displacement, HiFluor488, 10 min; active means well fitted inhibition curve with a large enough effect in the polarisation, with a control signal flat, not every such curve was filed as active; inconclusive means small, poorly fitted or top-dose-only effect, or effect the other way, or a change in a side signal; inactive means no such curve, though single readings can be large or run the other way; the % refers to the polarisation; further: on the % scale 0 is the no-effect control and ±100 the full control effect
Target sequence (Q13526 whole entry, looked up): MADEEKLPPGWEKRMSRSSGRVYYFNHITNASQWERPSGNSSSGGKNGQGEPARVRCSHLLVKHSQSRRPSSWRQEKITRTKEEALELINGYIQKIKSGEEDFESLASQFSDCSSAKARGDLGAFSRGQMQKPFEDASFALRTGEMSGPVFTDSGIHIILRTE
* hit, by the source's call; u = inconclusive; & = joins results of further samples; [ ] = remark or other dose. Unless noted, the call rests on the fitted dose curve; in most records, active means well fitted inhibition curve with a large enough effect; inconclusive means small, poorly fitted or top-dose-only effect; inactive means no such curve, though single readings can be large or run the other way. Potency means the concentration at half of the fitted maximal effect. An excerpt; rates above refer to the full screens.

JMJD2A Tudor	Compound	HP1b binding inh	Pin1 inh
u	COc1ccc(-c2ccoc2)cc1C1C2C=CCC(C)C2C(=O)N1Cc1ccccc1 (stereo not drawn)	4%	u
-30%	COc1ccc(C#Cc2cnc(Cl)c3cncnc23)cc1OC	29%	u
-35%	COc1ccc(CN(Cc2ccccc2)C(=O)c2cccc(C#N)c2)cc1COc1ccc(NC(C)=O)cc1	38%	18%
u	Cc1ccc(S(=O)(=O)N2CCN(c3nc(-c4ncccn4)nc4ccccc34)CC2)cc1	56%[activator]	-2%
-8%	N#Cc1cccc(S(=O)(=O)N2CCN(S(=O)(=O)c3ccc4c(c3)OCCO4)CC2)c1	9%[57 µM]	31%&1%[activator]
-24%	COc1ccc(C2/C=C\CN(C(=O)C3CCCCC3)C(Cc3ccccc3)C(=O)N2Cc2ccc(F)cc2)cc1 (stereo not drawn)	-10%	20%
-12%[57.1 µM]	Cc1ccc2[nH]c(=O)c(CN(Cc3ccccc3)Cc3nnnn3Cc3ccco3)cc2c1	8%[57 µM]	42%[activator]
0%	CS(=O)(=O)c1ccc(C(=O)OCC(=O)Nc2cc(C(F)(F)F)ccc2Cl)cc1[N+](=O)[O-]	26%	-1%
-19%	COC(=O)C1=C[C@@H](C(=O)OC)[C@@H]2C3=C(C(=O)[C@@]2(C)NC(=O)c2ccccc2)[C@H](C)[C@@H]2C(=O)N(Cc4ccccc4)C(=O)[C@@H]2[C@@H]3C1	26%	u
-10%&-13%	Fc1ccc(CCNc2ncnc3nc[nH]c23)cc1	27%&24%	u
-6%[57.1 µM]	Oc1ccc(Br)cc1C1C=C(c2ccc3c(c2)OCO3)NC(c2ccc(Br)cc2)N1 (stereo not drawn)	15%[57 µM]	2%
-18%&-23%	COc1ccc(CNc2nc(Cl)nc3nc[nH]c23)cc1	26%&18%	u
-36%	O=C1CCN(CCc2ccccc2)CCN1C(CSc1ccc(Br)cc1)Cc1ccccc1 (stereo not drawn)	14%	53%[activator]
-29%	COc1ccc(CN2C(=O)N(c3ccccc3)C(=O)C2c2ccccc2)cc1COc1ccc(NC(C)=O)cc1 (stereo not drawn)	13%	-4%
-14%	CCCN1CNc2c(c(=O)[nH]c(=S)n2CCc2ccc(C)cc2C)C1	33%	-9%
-11%	CCCC[C@@H]1CCCO[C@@](C(=O)NCC2CC2)(C(F)(F)F)C1	13%	-18%
20µM*	O=C(CI)Nc1cccc2cccnc12	-20%	u
-6%[57.1 µM]	CCn1nc(-c2ccc(C)cc2)nc2c(=O)n(C)c(=O)nc1-2	25%[57 µM]	u
-15%[57.1 µM]	CCCCCCC1(C)NC(c2ccc3c(c2)OCO3)=CC(c2ccccc2O)N1 (stereo not drawn)	0%[57 µM]	12%
-10%	O=S(=O)(c1cccc(C(F)(F)F)c1)N1CCN(c2nc(-c3ccccc3)nc3ccccc23)CC1	25%	3%
50µM*	S=C(NCCCN(Cc1ccc(Cl)cc1)c1ccc(Br)cn1)NCc1ccc2nc[nH]c2c1	-15%	2%
-5%	COc1ccc(CCn2c3c(c(=O)[nH]c2=S)CN(CC(C)C)CN3)cc1OC	35%	3%
45µM*	S=C(NCCCc1cnc[nH]1)NCCCN(CCc1ccc(Cl)cc1)c1ccc(Br)cn1	u	9%
-22%	O=C(COC(=O)C12CC3CC(CC(Cl)(C3)C1)C2)NCc1ccco1	19%	1%
-6%	Cc1ccc(-c2nc(N3CCN(S(=O)(=O)c4ccc(F)cc4)CC3)c3ccc(Cl)cc3n2)cc1	33%	-4%
-10%[57.1 µM]	Cc1ccccc1OCC(=O)NCC(=O)OCc1ccc2ccccc2c1	23%[57 µM]	2%
79%[activator]	O=C(Nc1cccc2cccnc12)c1ccc(Br)cc1	140%[activator]	-5%
-17%	OB(O)c1cc2ccccc2s1	45%[activator]	-2%
-6%	COc1ccc(S(=O)(=O)Nc2cccc3cccnc23)cc1	14%	-10%
-26%	O=[N+]([O-])c1ccc(S(=O)(=O)N2CCN(c3nc(-c4cccs4)nc4ccccc34)CC2)cc1	12%	-1%

20 compounds from above, ordered by formula weight, falling.
JMJD2A Tudor	Compound	HP1b binding inh	Pin1 inh
50µM*	S=C(NCCCN(Cc1ccc(Cl)cc1)c1ccc(Br)cn1)NCc1ccc2nc[nH]c2c1	-15%	2%
-24%	COc1ccc(C2/C=C\CN(C(=O)C3CCCCC3)C(Cc3ccccc3)C(=O)N2Cc2ccc(F)cc2)cc1 (stereo not drawn)	-10%	20%
-36%	O=C1CCN(CCc2ccccc2)CCN1C(CSc1ccc(Br)cc1)Cc1ccccc1 (stereo not drawn)	14%	53%[activator]
-35%	COc1ccc(CN(Cc2ccccc2)C(=O)c2cccc(C#N)c2)cc1COc1ccc(NC(C)=O)cc1	38%	18%
-10%	O=S(=O)(c1cccc(C(F)(F)F)c1)N1CCN(c2nc(-c3ccccc3)nc3ccccc23)CC1	25%	3%
-6%	Cc1ccc(-c2nc(N3CCN(S(=O)(=O)c4ccc(F)cc4)CC3)c3ccc(Cl)cc3n2)cc1	33%	-4%
-26%	O=[N+]([O-])c1ccc(S(=O)(=O)N2CCN(c3nc(-c4cccs4)nc4ccccc34)CC2)cc1	12%	-1%
0%	CS(=O)(=O)c1ccc(C(=O)OCC(=O)Nc2cc(C(F)(F)F)ccc2Cl)cc1[N+](=O)[O-]	26%	-1%
-8%	N#Cc1cccc(S(=O)(=O)N2CCN(S(=O)(=O)c3ccc4c(c3)OCCO4)CC2)c1	9%[57 µM]	31%&1%[activator]
-12%[57.1 µM]	Cc1ccc2[nH]c(=O)c(CN(Cc3ccccc3)Cc3nnnn3Cc3ccco3)cc2c1	8%[57 µM]	42%[activator]
u	COc1ccc(-c2ccoc2)cc1C1C2C=CCC(C)C2C(=O)N1Cc1ccccc1 (stereo not drawn)	4%	u
-15%[57.1 µM]	CCCCCCC1(C)NC(c2ccc3c(c2)OCO3)=CC(c2ccccc2O)N1 (stereo not drawn)	0%[57 µM]	12%
-22%	O=C(COC(=O)C12CC3CC(CC(Cl)(C3)C1)C2)NCc1ccco1	19%	1%
79%[activator]	O=C(Nc1cccc2cccnc12)c1ccc(Br)cc1	140%[activator]	-5%
-30%	COc1ccc(C#Cc2cnc(Cl)c3cncnc23)cc1OC	29%	u
-11%	CCCC[C@@H]1CCCO[C@@](C(=O)NCC2CC2)(C(F)(F)F)C1	13%	-18%
-6%	COc1ccc(S(=O)(=O)Nc2cccc3cccnc23)cc1	14%	-10%
20µM*	O=C(CI)Nc1cccc2cccnc12	-20%	u
-18%&-23%	COc1ccc(CNc2nc(Cl)nc3nc[nH]c23)cc1	26%&18%	u
-17%	OB(O)c1cc2ccccc2s1	45%[activator]	-2%

Continuation.
JMJD2A Tudor	Compound	HP1b binding inh	Pin1 inh
50µM*	CCCCNc1ncnc2oc(-c3ccco3)c(-c3ccco3)c12	u	1%
-23%[57.1 µM]	N#Cc1nc(N(c2ccccc2)c2ccccc2)nc(-n2cccc2)n1	-8%[57 µM]	2%
6%	C=C1CCN(Cc2ccc(OC)cc2)S(=O)(=O)c2ccccc21	15%	-1%
-2%[57.1 µM]	COc1ccc(-c2nn3c(-c4cc(C)[nH]n4)nnc3s2)cc1	22%[57 µM]	-1%
u	Oc1ccc(Br)cc1C1C=C(c2ccc3c(c2)OCO3)NC(c2ccc(F)c(Br)c2)N1 (stereo not drawn)	23%	u
-13%	COc1cc2cc(C#N)c(SCC(=O)OC(C)C)nc2cc1OC	32%	4%
50µM*	Cc1ccc(NS(=O)(=O)c2ccccc2)c(C)c1	12%	-2%
-28%	COc1ccc(C(=O)N(Cc2ccco2)Cc2cccs2)cc1	51%[activator]	-13%
-6%	CCC/C=C1/CCCOC(C(=O)NCCOC)(C(F)(F)F)C1 (stereo not drawn)	10%	-10%
87%[activator][57.1 µM]	CCc1sc(-c2cc3ccc(O)cc3oc2=O)nc1-c1ccc(C)cc1	95%[activator][57 µM]	u
-6%	CCN(c1ccccc1)C1SC(=O)N(c2ccccc2)C1=O (stereo not drawn)	33%[activator]	-2%
u	O=C(O)c1ccc(C(=O)Nc2cccc3cccnc23)cc1	-15%	-4%
-12%	NS(=O)(=O)Nc1ccccc1Br	15%	-5%
-18%	COc1ccc(B(O)O)cc1	34%	3%
-7%[57.1 µM]	CN(C)c1ccc(-c2nn3c(-c4cc(-c5ccccc5)n[nH]4)nnc3s2)cc1	29%[57 µM]	6%
-24%[57.1 µM]	Cc1ccc(-c2nc(=Nc3ccccc3)sn2-c2ccccc2)cc1	-30%[57 µM]	-9%
-31%	CCn1nnc2c(N3CCCC3)ncnc21	u	5%
-10%[57.1 µM]	Cc1cc2c(s1)c1cnn(CC(=O)N3CCOCC3)c(=O)c1n2C	18%[57 µM]	u
-33%	CCOc1ccc(NC(=O)CSc2nnc3c(n2)[nH]c2ccc(S(=O)(=O)N4CCCCC4)cc23)cc1	26%	5%
-24%	CCCN1CCC(=O)N(C(CSc2ccc(OC)cc2)CC(C)C)CC1 (stereo not drawn)	17%	1%
-3%	OB(O)c1ccc(Cl)s1	26%	-2%
-24%	CC1(C)OC(=O)C2(Cc3c(F)cccc3N3CCCC32)C(=O)O1 (stereo not drawn)	34%	-20%
